Y pestis TopoI: blocks Yersinia pestis topoisomerase I activity | 360,000 compounds, 0.064% hits | activity, % at 10 µM | Y. pestis Topo-I cleavage product accumulation, plate reader | AID 504884; in the data active = activity above about 50%, passing the limit was not always enough; inconclusive = no clear call, values can overlap the other calls; note: inactives centre near 2
TcdB GH inh: inhibitors of Clostridioides difficile toxin B glycohydrolase | P18177 | TcdB glycohydrolase enzymatic assay, plate reader | inhibition, % at 9.99 µM | 350,000 compounds, 0.24% hits | AID 652162; in the data active = inhibition above about 10%
BoNT-A LC inh2: blocks Botulinum neurotoxin A light chain protease | multiplex microsphere protease substrate cleavage, flow cytometry | inhibition, % at 10 µM | 360,000 compounds, 0.17% hits | AID 588499; note: plate controls were buffer without enzyme for full effect and enzyme alone for no effect
PrPC surface inh: cell surface PrPC inhibition, primary TR-FRET screen. inhibition, % at 13.8 µM. P04156. 370,000 compounds, 0.43% hits. TR-FRET read-out. AID 720596; in the data active = inhibition above about 24%; note: 0% = median of the test wells and 100% = reference compound wells
BH1578 lux ind: induces V. cholerae light production without autoinducers; activation, % at 18.7 µM; 350,000 compounds, 0.16% hits; AID 588436; V. cholerae BH1578 lux reporter, luminescence, 6 h; in the data active = activation mostly above about 9.7%, no sharp cut-off; inconclusive = no clear call, values can overlap the other calls; inactive = mostly below about 3.7%; note: not every result past the cut was called active; inactives centre near 0; reference of the scale not given here
PfHsp40 yeast: compounds rescuing yeast from Plasmodium falciparum HSP40 toxicity | AID 504582 | growth rescue, % at 12.5 µM | S. cerevisiae expressing PfHsp40, growth rescue, ATP luminescence | 340,000 compounds, 0.68% hits; in the data active = growth rescue above about 28%, passing the limit was not always enough; inconclusive = no clear call, values can overlap the other calls;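 note: yeast W303a lacking pdr1 and pdr3 grown in galactose medium; growth measured after three days at 30 °C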
3CLpro inhibitor: SARS-CoV 3CLpro protease inhibition; P0C6X7; recombinant SARS-CoV 3CLpro, quenched FRET peptide cleavage; inhibition, % at 6 µM; 290,000 compounds, 0.14% hits; in the data active = inhibition above about 12%
SSB-PriA inh: inhibitors of Klebsiella pneumoniae PriA binding to SSB C-terminal tail | AlphaScreen SSBct-PriA binding, biotinylated peptide | inhibition, % at 33 µM | 430,000 compounds, 0.6% hits | AID 1272365; in the data active = inhibition mostly above about 37%, no sharp cut-off; inactive = mostly below about 20%;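 note: plate controls were negative control peptide for no effect and reference peptide for full effect; strong numbers were not always called active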
Anthrax LF prot: anthrax lethal factor protease inhibition. P15917. 360,000 compounds, 0.12% hits. inhibition, % at 10 µM. multiplex microsphere protease cleavage assay, LF; note: plate controls were buffer without enzyme for full effect and enzyme alone for no effect
Target sequence (P15917 whole entry, looked up): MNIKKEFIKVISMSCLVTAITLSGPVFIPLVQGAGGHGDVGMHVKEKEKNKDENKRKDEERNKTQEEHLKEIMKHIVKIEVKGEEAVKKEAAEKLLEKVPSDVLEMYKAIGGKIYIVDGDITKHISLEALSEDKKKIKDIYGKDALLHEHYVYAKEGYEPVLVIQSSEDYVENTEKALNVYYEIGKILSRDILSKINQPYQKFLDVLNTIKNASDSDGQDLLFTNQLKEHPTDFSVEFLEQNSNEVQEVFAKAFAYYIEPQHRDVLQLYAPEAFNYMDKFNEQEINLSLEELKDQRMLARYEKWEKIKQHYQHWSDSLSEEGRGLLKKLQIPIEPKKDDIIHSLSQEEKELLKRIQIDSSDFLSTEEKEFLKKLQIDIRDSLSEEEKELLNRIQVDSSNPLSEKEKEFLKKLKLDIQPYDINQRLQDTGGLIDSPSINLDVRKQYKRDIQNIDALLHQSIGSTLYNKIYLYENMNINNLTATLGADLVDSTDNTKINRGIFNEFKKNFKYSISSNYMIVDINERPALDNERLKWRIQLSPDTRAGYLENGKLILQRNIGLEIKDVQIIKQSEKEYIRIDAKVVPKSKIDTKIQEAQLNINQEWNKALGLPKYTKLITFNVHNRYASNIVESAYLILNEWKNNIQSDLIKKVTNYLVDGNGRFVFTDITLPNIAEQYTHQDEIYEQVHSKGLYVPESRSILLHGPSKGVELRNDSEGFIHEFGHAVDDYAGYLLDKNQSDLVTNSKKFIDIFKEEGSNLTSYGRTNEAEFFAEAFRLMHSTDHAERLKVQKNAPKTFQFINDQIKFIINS
Starred values were filed as active, the others as inactive; i = inactive; ? = inconclusive; . = not tested or not shown. Cut-off read from the data, not from the text of the source, unless noted: active = inhibition above about 30%; inconclusive = no clear call, values can overlap the other calls; inactive = below that. Only part of the results is shown; the hit share may differ from the screen's.

SMILES | Y pestis TopoI | TcdB GH inh | BoNT-A LC inh2 | PrPC surface inh | BH1578 lux ind | PfHsp40 yeast | 3CLpro inhibitor | SSB-PriA inh | Anthrax LF prot
C[C@H](NC(=O)c1ccccc1Cl)C(=O)OCC(=O)NNC(=O)c1cccs1 | 7 | 1.0 | 2.5 | -8 | i | -1.8 | . | -10 | -3
CCc1ccc(NC(=O)C(C)OC(=O)Cc2cc(OC)c(OC)c(OC)c2)cc1 (stereo unspecified) | 14 | 2.1 | 0.1 | 10 | . | -0.7 | . | 10 | -9
O=C(NCCCN1CCCC1=O)c1cc(S(=O)(=O)N2CCN(c3ccccc3)CC2)ccc1Cl | 8 | -0.7 | 0.0 | -3 | -0.3 | -1.5 | . | -9 | -2
COc1ccc(OC)c(NC(=O)c2ccc3c(c2)C(=O)N(CC2CCCO2)C3=O)c1 (stereo unspecified) | 2 | 1.1 | -1.5 | -6 | -0.4 | 0.5 | 0 | 1 | -2
CC(=O)Nc1cccc(C(=O)Nc2ccc(S(=O)(=O)NC3=NCCCCC3)cc2)c1 | 1 | -0.1 | ? | 5 | i | -1.0 | . | -3 | ?
Cc1ccc(NC(=O)Cn2nc(C)c([N+](=O)[O-])c2C)cc1C | -9 | -0.1 | -0.5 | -4 | -0.3 | 0.7 | 0 | -10 | -3
COC(=O)c1sccc1Oc1ccc(Cl)cc1N1C(=O)CCC1=O | -6 | -1.0 | 0.3 | -1 | -0.8 | -0.7 | 4 | -6 | -6
O=C(O)c1cccc(S(=O)(=O)Nc2ccccc2N2CCOCC2)c1 | -1 | -0.3 | -0.4 | 1 | -0.3 | -0.8 | 2 | -8 | -6
O=C(CNC(=O)[C@@H]1Cc2ccccc2CN1)NCc1ccco1 | 4 | 0.7 | 0.2 | -7 | -0.4 | -1.0 | 4 | -11 | -4
COc1ccccc1CNC(=O)CN(C)S(=O)(=O)c1ccc(F)cc1 | 5 | 0.1 | 0.6 | 9 | -0.2 | -0.6 | 7 | -5 | 3
CC1(CCCN2C(=O)c3ccccc3C2=O)OCCO1 | -2 | -0.9 | . | 3 | -0.4 | . | . | -2 | .
O=C(Cc1cccs1)NCc1cc(Cl)cc(Cl)c1 | 4 | 2.4 | 0.4 | -2 | -0.5 | -1.2 | 5 | -18 | 10
COc1ccc(NC(=O)CN(C)C(=O)c2cnc(Cl)c(Cl)c2)cc1 | 1 | 1.6 | -0.5 | -1 | -0.4 | -1.5 | 5 | -10 | 2
O=C(O)C1=C[C@@H](C2CCCCC2)C[C@@H](OCc2ccc(CO)cc2)O1 | 6 | -1.2 | -0.2 | -2 | -0.2 | 2.2 | 5 | -22 | -1
NC(=O)NC(=O)CSc1ccccc1 | 7 | -0.8 | -0.1 | -3 | i | -0.8 | 1 | -3 | -1
CCOc1cc(OCC)cc(C(=O)N2CCC[C@@H]2C(=O)N2CCC[C@H]2C(=O)NCc2ccncc2)c1 | . | -0.5 | -0.3 | 5 | . | . | . | . | 1
CC(C)CN1Cc2ccccc2-n2nncc2C1 | -1 | -0.9 | -0.3 | 0 | i | . | . | . | -3
CCc1c(C)sc(NC(=S)N2CCN(C(=O)C3CCCO3)CC2)c1C(=O)OC (stereo unspecified) | 48 | -3.2 | -162 | 3 | i | 0.1 | 1 | -10 | -43
Cn1c(SCC(=O)Nc2ccc(C(N)=O)cc2)nc2c(c1=O)SCC2 | -6 | 2.5 | -1.2 | 5 | -0.4 | 1.1 | -2 | -18 | 1
CSc1nsc(SCC(=O)Nc2ccc(NC(C)=O)cc2)n1 | 11 | 0.8 | 0.9 | 10 | -3.1 | 0.9 | 0 | 1 | -8
COc1ccccc1CN1CC(C(=O)NCc2ccc(SC)cc2)CCC1=O (stereo unspecified) | 14 | 0.3 | 0.1 | 1 | i | -0.1 | -2 | 11 | -2
CCCCCCOc1ccc(/C=c2\s/c(=C(/C#N)C(=O)NCc3ccco3)n(-c3ccccc3)c2=O)cc1 | 1 | . | 1.7 | -8 | i | -0.2 | 1 | . | -1
CC(C)(C)C(=O)NCCc1nc2ccccc2n1CC(=O)c1ccc(Cl)cc1 | -2 | 1.5 | -0.2 | -3 | -0.6 | 0.7 | 1 | -10 | -5
Cn1c(Cn2c(=O)sc3ccccc32)nnc1SCc1ccccc1F | -6 | -0.1 | 0.5 | 1 | -0.4 | 0.7 | -1 | -11 | -1
O=C(NCc1ccccc1)NC1CC2CCC(C1)N2Cc1ccco1 (stereo unspecified) | -2 | . | -1.8 | -2 | -0.6 | -0.4 | -1 | -11 | -3

An excerpt of these results, with tabs.
Compound	Y pestis TopoI	TcdB GH inh	BoNT-A LC inh2	PrPC surface inh	BH1578 lux ind	PfHsp40 yeast	3CLpro inhibitor	SSB-PriA inh	Anthrax LF prot
CCOc1cc(OCC)cc(C(=O)N2CCC[C@@H]2C(=O)N2CCC[C@H]2C(=O)NCc2ccncc2)c1	.	-0.5	-0.3	5	.	.	.	.	1
CC(C)CN1Cc2ccccc2-n2nncc2C1	-1	-0.9	-0.3	0	i	.	.	.	-3
CCc1c(C)sc(NC(=S)N2CCN(C(=O)C3CCCO3)CC2)c1C(=O)OC (stereo unspecified)	48	-3.2	-162	3	i	0.1	1	-10	-43
Cn1c(SCC(=O)Nc2ccc(C(N)=O)cc2)nc2c(c1=O)SCC2	-6	2.5	-1.2	5	-0.4	1.1	-2	-18	1
CSc1nsc(SCC(=O)Nc2ccc(NC(C)=O)cc2)n1	11	0.8	0.9	10	-3.1	0.9	0	1	-8
COc1ccccc1CN1CC(C(=O)NCc2ccc(SC)cc2)CCC1=O (stereo unspecified)	14	0.3	0.1	1	i	-0.1	-2	11	-2
CCCCCCOc1ccc(/C=c2\s/c(=C(/C#N)C(=O)NCc3ccco3)n(-c3ccccc3)c2=O)cc1	1	.	1.7	-8	i	-0.2	1	.	-1
CC(C)(C)C(=O)NCCc1nc2ccccc2n1CC(=O)c1ccc(Cl)cc1	-2	1.5	-0.2	-3	-0.6	0.7	1	-10	-5

Additional records
SMILES | Y pestis TopoI | TcdB GH inh | BoNT-A LC inh2 | PrPC surface inh | BH1578 lux ind | PfHsp40 yeast | 3CLpro inhibitor | SSB-PriA inh | Anthrax LF prot
Cc1c(CCO)c(=O)n(-c2ccccc2)n1S(=O)(=O)c1ccc(F)cc1 | 8 | . | 1.9 | 1 | i | 0.4 | -3 | -33 | -5
CC1CC(C)(C)NC(=S)N1CCC(=O)N1CCc2ccccc2C1 (stereo unspecified) | 12 | 1.6 | -0.6 | 2 | -1.6 | -0.1 | -1 | 0 | -5
Cc1ccc(C(=O)Nc2ccncc2)c(C)c1 | 0 | 1.6 | 3.5 | 3 | -0.3 | -1.2 | 1 | 6 | -9
CC1=C(C(=O)N2CCOCC2)C(c2cccc3ccccc23)NC(=S)N1 (stereo unspecified) | 0 | . | -0.1 | 3 | -2.0 | 4.2 | 0 | 2 | 1
C/C(NC1CCCCC1)=C(/C#N)C(=O)NCCN1CCOCC1 | -1 | . | 0.1 | -7 | i | -0.5 | 0 | -17 | 3
COc1ccc(CCNc2nc(C)nc3c2nnn3Cc2ccccc2)cc1 | -1 | 1.4 | -0.7 | -3 | i | -1.7 | -3 | -6 | -7
O=C(O)c1ccc(/C=C2\SC(=Nc3ccccc3)N(c3ccccc3)C2=O)cc1 | 6 | -2.8 | -0.1 | 12 | i | -1.3 | 0 | -9 | -2
CC#CCCCC(=O)Nc1ccccc1C(=O)O | -5 | . | -1.1 | 1 | -0.7 | -1.4 | 2 | -18 | -14
CC(C)S(=O)(=O)C1=NSC2=NC(=O)/C(=C\c3ccc(OC(=O)c4ccco4)cc3)C(=N)N21 | -1 | 0.2 | 2.3 | 4 | -0.3 | 1.0 | 3 | 2 | 0
Cc1ccc(N(Cc2ccccc2O)C(=O)c2ccccc2F)cc1 | 21 | -7.5 | -2.4 | 10 | 1.1 | -0.3 | 3 | -12 | 2
COc1ccc(-c2nc(=S)c3ccc4ccccc4c3[nH]2)cc1 | -7 | -0.6 | 4.6 | 7 | -0.9 | -0.6 | 1 | -2 | -1
CC1Cc2ccccc2N1C(=O)C1CCCN(S(=O)(=O)c2cccc3nsnc23)C1 (stereo unspecified) | 19 | . | 0.6 | -13 | 2.5 | 0.8 | 12* | 1 | -6
O=C(CNC(=O)c1ccco1)OCc1ccc(Br)cc1 | 1 | . | 0.9 | . | -0.7 | 0.8 | -6 | 2 | 0
O=C(COc1ccc2ccc(=O)oc2c1)NCc1ccccn1 | 4 | 1.2 | 0.5 | 0 | -0.4 | -0.9 | 4 | 4 | 1
COC(=O)C1CCN(Cc2nnc(-c3ccccc3)o2)CC1 | 0 | -0.9 | -1.5 | 1 | i | -1.0 | -1 | 1 | 5
CCc1cccc2c1NC(=O)C2=O | 8 | 1.0 | 0.3 | -16 | -0.8 | -0.2 | . | -7 | -12
O=C(NCCO)/C(=C\c1ccc(Br)cc1)NC(=O)c1cccs1 | 3 | . | -0.5 | 0 | -0.3 | 0.6 | 0 | 1 | 2
OC(c1cccc(Cl)c1)c1nc(-c2ccoc2)cs1 (stereo unspecified) | 1 | -0.6 | -0.2 | -7 | -0.1 | . | . | . | -2
Cc1ccc(C(=O)N(CC(=O)NC2CCCC2)c2ccc3c(c2)OCCO3)s1 | 6 | 2.1 | 0.2 | 0 | i | -0.8 | -6 | -10 | 0
COc1cccc(CN(C)CC(=O)Nc2ccccc2N2CCOCC2)c1OC | -11 | . | -1.4 | 1 | -1.3 | -0.3 | -5 | 6 | 1
O=C(Nc1ccc(Cl)cc1)c1ccc(Br)cc1F | -3 | 0.3 | -1.1 | -6 | -0.3 | -0.2 | 4 | -11 | -4
CC(C)[C@H](NC(=O)c1ccccc1)C(=O)OCC(=O)c1ccccc1F | -1 | 0.0 | -0.1 | 0 | -0.5 | -0.8 | 3 | -4 | -7
CCCCOc1ccc(N(CC(=O)NC2CCCCC2)C(=O)CCC(=O)Nc2ccccn2)cc1 | 3 | -1.5 | 0.2 | -7 | -0.4 | 0.3 | 5 | -14 | -2
O=C(Cn1ncc2c([nH]c3ccccc32)c1=O)N1CCN(c2ccccn2)CC1 | 0 | -0.1 | 0.2 | 1 | i | 0.3 | 2 | -6 | -5
CCOC(=O)c1[nH]c2c(c1C)C(=O)CC(c1ccc(OC)c(OC)c1)C2 (stereo unspecified) | -1 | . | 0.2 | -5 | i | -1.4 | -3 | -3 | 1
More compounds follow:
SMILES | Y pestis TopoI | TcdB GH inh | BoNT-A LC inh2 | PrPC surface inh | BH1578 lux ind | PfHsp40 yeast | 3CLpro inhibitor | SSB-PriA inh | Anthrax LF prot
COc1ccc(Cc2nnc(SC)[nH]c2=O)cc1OC | 0 | . | 1.0 | -1 | -0.3 | 0.4 | -1 | -12 | -2
CCOC(=O)c1cc(-c2ccccc2)sc1NC(=O)COC(=O)c1cccc(S(N)(=O)=O)c1 | 3 | 1.1 | -1.0 | 2 | i | -0.7 | 5 | -6 | 0
Cc1[nH]n(-c2ccccc2)c(=O)c1/C=N/NC(=O)c1cccc(F)c1 | -5 | 0.3 | -0.4 | 52* | -0.7 | 1.7 | -1 | . | -1
Cc1ccnc(NC(=O)CC(NC(=O)c2ccccc2Cl)c2ccccc2)c1 (stereo unspecified) | 2 | 2.9 | -0.6 | 2 | i | -0.6 | . | 1 | -2
O=C1c2ccccc2C(=O)N1CCC#C/C=C1\c2ccccc2C(=O)N1c1ccccc1 | 10 | 0.0 | 0.3 | -1 | -0.6 | . | . | . | -1
COCCCNC(=O)c1cc(C(=O)c2ccccc2Br)c[nH]1 | 0 | -0.8 | -0.2 | -2 | -1.4 | 21 | 1 | 6 | -1
C/C=C/CC1(CC)C(=O)NC(=S)NC1=O | 4 | -1.8 | -0.6 | -1 | 0.3 | -0.3 | -1 | 1 | 5
CCCC(=O)N(c1ccccc1)C1C=CS(=O)(=O)C1 (stereo unspecified) | -12 | -0.1 | 0.4 | 1 | -0.3 | -1.0 | -1 | -12 | 0

Compound activity deposited in PubChem BioAssay by several laboratories.
